# BioA inh = blocks M. tuberculosis BioA enzyme activity; purified M. tuberculosis BioA enzyme, plate reader; inhibition, % at 9.99 µM; hit rate 0.096% among 360,000; AID 602481; in the data active = inhibition above about 40%; inconclusive = no clear call, values can overlap the other calls
# FadD28 FP inh = blocks FadD28 binding to the bisubstrate probe. fluorescence polarization. inhibition, % at 12.5 µM. hit rate 0.22% among 360,000; in the data active = inhibition above about 8.5%, passing the limit was not always enough; inconclusive = no clear call, values can overlap the other calls
# CCHFV vOTU inh = CCHFV vOTU protease inhibition. Pep-AMC fluorescence. inhibition, % at 11.5 µM. hit rate 0.55% among 370,000. AID 651958; also: 0% = vehicle wells with enzyme and 100% = no enzyme wells
# UGM FP inh = Mtb UDP-galactopyranose mutase inhibition; hit rate 0.06% among 320,000; purified UGM, fluorescence polarization probe displacement; inhibition, % at 10 µM; in the data active = inhibition above about 10%, passing the limit was not always enough; inconclusive = no clear call, values can overlap the other calls
# Target sequence (P9WIQ1 whole entry, looked up): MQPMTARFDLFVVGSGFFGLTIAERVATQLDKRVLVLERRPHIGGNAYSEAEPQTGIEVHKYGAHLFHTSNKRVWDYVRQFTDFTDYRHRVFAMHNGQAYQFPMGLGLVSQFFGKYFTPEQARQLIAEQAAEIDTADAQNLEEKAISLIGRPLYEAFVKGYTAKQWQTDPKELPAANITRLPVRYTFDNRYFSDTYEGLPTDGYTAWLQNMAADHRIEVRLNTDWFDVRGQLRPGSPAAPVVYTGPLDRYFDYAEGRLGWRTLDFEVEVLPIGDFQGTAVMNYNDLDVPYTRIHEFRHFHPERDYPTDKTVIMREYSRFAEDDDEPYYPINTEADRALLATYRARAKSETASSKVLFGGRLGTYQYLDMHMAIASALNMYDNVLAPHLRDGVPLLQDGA
# BoNT F protease = blocks Botulinum neurotoxin F light chain protease | Multiplex microsphere protease cleavage assay, flow cytometry | inhibition, % at 10 µM | hit rate 0.22% among 360,000 | AID 588497; in the data active = inhibition above about 35%, passing the limit was not always enough; inconclusive = no clear call, values can overlap the other calls; also: plate controls were buffer without enzyme for full effect and enzyme alone for no effect
# GDH-TPI counter = inhibits GDH-TPI coupling enzymes, artifact for Mtb FBA screen | inhibition, % at 4.8 µM | hit rate 1.2% among 360,000 | GDH-TPI coupled enzyme counterscreen, NADH absorbance | AID 588335;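 also: 0% = DMSO wells and 100% = wells lacking the enzyme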
# Mtb FBA inh = Mtb fructose-bisphosphate aldolase inhibition. P9WQA3. purified M. tuberculosis FBA, fluorescence read-out. inhibition, % at 1 µM. hit rate 2.3% among 360,000; in the data active = inhibition above about 27%;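 also: 0% = vehicle and 100% = reference inhibitor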
# Target sequence (P9WQA3 whole entry, looked up): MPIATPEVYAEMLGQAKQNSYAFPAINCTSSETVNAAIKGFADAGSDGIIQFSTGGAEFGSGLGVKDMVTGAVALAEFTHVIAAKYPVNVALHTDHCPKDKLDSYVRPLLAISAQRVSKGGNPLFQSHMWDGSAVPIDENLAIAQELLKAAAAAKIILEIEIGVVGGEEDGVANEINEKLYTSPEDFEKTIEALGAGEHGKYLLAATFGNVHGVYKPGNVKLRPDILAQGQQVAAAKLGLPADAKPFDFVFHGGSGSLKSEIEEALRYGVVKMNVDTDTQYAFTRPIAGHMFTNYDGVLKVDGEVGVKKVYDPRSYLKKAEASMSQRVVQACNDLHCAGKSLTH
# BoNT-A LC inh2 = blocks Botulinum neurotoxin A light chain protease; multiplex microsphere protease substrate cleavage, flow cytometry; inhibition, % at 10 µM; AID 588499; hit rate 0.17% among 360,000; in the data active = inhibition above about 30%; inconclusive = no clear call, values can overlap the other calls; also: plate controls were buffer without enzyme for full effect and enzyme alone for no effect
# PrPC TRFRET = reduces human prion protein on the cell surface. P04156. cell surface PrPC, TR-FRET read-out. inhibition, % at 13.8 µM. hit rate 0.43% among 370,000. AID 720596; in the data active = inhibition above about 24%; also: 0% = median of the test wells and 100% = reference compound wells
# An asterisk follows results filed as active; ? = inconclusive; . = not tested or not shown; & = joins results of further samples. Rule as the data show it, unless noted: active = inhibition above about 30%; inactive = the rest.
SMILES,BioA inh,FadD28 FP inh,CCHFV vOTU inh,UGM FP inh,BoNT F protease,GDH-TPI counter,Mtb FBA inh,BoNT-A LC inh2,PrPC TRFRET
Cc1nc2ccccc2c(=O)n1NC(=O)c1c(O)c2c(n(CC(C)C)c1=O)CCCC2,0.0,-8.5,6.1,0.3,1.9,0.0,-0.3,1.0,-3.2
CC(C)Cn1c2ccccc2c2cc(C(=O)O)ccc21,0.0,-3.5,-4.7,3.5,0.4,-5.2,2.2,0.1,1.4
COc1ccc(-c2nc(C(=O)NCC3CCCO3)cc3c2[nH]c2ccccc23)cc1 (stereo not drawn),-2.6,-12.6,-10.3,0.6,-1.5,9.0,29.6*,-0.3,15.2
CCN(c1ccccc1)S(=O)(=O)c1cc(C(=O)NCc2ccccn2)ccc1C,-0.7,-2.1,1.2,.,9.9,-9.3,2.0,0.8,-6.3
COc1ccc(NC(=O)CNC(=O)c2cccs2)cc1Cl,-0.1,0.0,-1.3,1.4,6.2,4.3,1.0,0.7,-0.9
CCC/C(=N/NC(=O)c1cccc(Cl)c1)c1ccccc1,-0.9,-4.9,-3.3,2.4,-3.0,3.0,-0.9,-0.2,2.7
CCCCS(=O)(=O)N1CCCC(C(=O)Nc2ccc(Cl)cn2)C1 (stereo not drawn),0.3,-4.8,-4.2,-1.8,-7.3,2.6,-4.9,-0.1,-0.6
COc1ccc(S(=O)(=O)N(CC(=O)NCC2CCCO2)c2ccccc2)cc1OC (stereo not drawn),0.3,-2.1,0.5,3.1,-9.1,7.3,-0.3,-1.4,5.9
O=C(O)COc1cnc2ccccc2n1,-2.6,-1.9,-12.4,-2.7,3.4,7.0,10.6,0.0,-8.7
Cc1ccccc1C(=O)NCCCn1ccnc1,1.5,0.0,-8.5,4.6,36.6*,-4.0,0.5,0.3,-1.6
Cc1nnc2c(NCCC(C)C)nc3ccccc3n12,-3.2,-2.7,7.6,-2.2,26.3,-8.0,1.1,2.3,7.2
Cc1ccc(S(=O)(=O)N(C)CC(=O)N(C)Cc2cccs2)cc1,0.6,0.4,-4.0,.,0.5,9.8,-0.4,-0.3,-0.3
CCC(C)NC(=O)c1ccc([N+](=O)[O-])c(Cl)c1 (stereo not drawn),0.7,-0.5,5.5,.,4.4,3.3,1.4,1.1,-33.5
CCOC(=S)SCC(=O)N1CCc2ccccc2C1C1C(=O)CCCC1=O (stereo not drawn),.,-2.2,-9.2,1.0,1.7,3.3,-1.9,0.1,4.2
Cn1c(NCCN(CCO)CCCc2ccc([N+](=O)[O-])cc2)cc(=O)n(C)c1=O,1.6,-2.6,4.8,-1.6,0.8,-12.1,-0.3,0.0,-18.9
COCCn1c(SCC(=O)NC(C)c2ccc(F)cc2)nc2ccccc21 (stereo not drawn),.,-0.5,7.2,-1.6,19.3,4.5,5.2,3.1,5.5
O=C(NCc1cccs1)C(=O)NCC1OCCCN1S(=O)(=O)c1cc(F)ccc1F (stereo not drawn),-0.8,-1.3,8.8,-1.3,1.4,-9.1,1.1,-0.8,-0.6
CN1CCN(c2ccc(-c3cccc(NC(=O)COc4ccc(Cl)cc4Cl)c3)nn2)CC1,.,-3.1,-2.2,0.3,-2.4,11.3,0.9,-1.1,-9.2
COc1ccc(S(=O)(=O)n2nc(C)cc2C)c(C)c1C,.,-1.2,4.0,-1.1,-24.7,15.0,2.7,-4.1,-0.7
COc1ccc(NC(=S)NC2CCS(=O)(=O)C2)cc1 (stereo not drawn),.,-0.6,-20.9,-0.2,-4.1,4.1,0.8,-0.7,6.1
O=C(COC(=O)c1cccnc1Cl)c1ccccc1,1.5,-0.7,-3.0,-1.0,-6.4,2.1,-1.0,-0.1,5.1
COc1cc(-c2nc(CN3CCCN(C(=O)c4ccco4)CC3)c(C)o2)ccc1F,1.6,-3.0,-8.3,2.0,-6.3,-7.3,-0.5,-0.7,-8.4
COc1cc([N+](=O)[O-])ccc1NC(=O)NN1CCN(C)CC1,0.4,-1.3,-6.6,-1.9,-11.5,14.1,3.6,-5.1,-3.1
Cn1c(=O)[nH]c(=O)c2c1nc(NCCCn1ccnc1)n2Cc1ccc(F)cc1,3.1,1.4,-8.8,0.4,12.1,3.2,-0.8,1.9,-8.4
CCCNC(=O)c1ccccc1NC(=O)CSCc1ccc(OC)cc1,-2.9,-0.5,-9.3,4.2,4.1,9.5,3.2,0.2,5.5
SMILES,BioA inh,FadD28 FP inh,CCHFV vOTU inh,UGM FP inh,BoNT F protease,GDH-TPI counter,Mtb FBA inh,BoNT-A LC inh2,PrPC TRFRET
CCOC(=O)/C=C1\SCC(=O)N1CC(=O)NC(C)C,-3.0,-2.7,10.6,0.8,-19.3,2.2,0.2,-0.8,0.8
C=C(C)C(=O)Nc1cccc(C2=NOC3(C2)C[C@H](C(N)=O)N(C(=O)c2ccccc2)C3)c1 (stereo partly drawn),-0.9,0.9,13.0,-2.4,0.8,-3.6,2.9,-0.2,-0.6
CCC1CCCCN1CCCNC(=O)c1cn(CC(C)C)c(=O)c2cc(OC)c(OC)cc12 (stereo not drawn),.,1.2,5.2,0.8,11.1,4.7,1.0,2.5,-4.7
COc1ccc(-c2nc3ccccn3c2C=O)cc1,1.3,-1.4,0.6,1.7,4.0,18.7,-0.2,0.4,-4.7
O=C(c1ccccc1)N1CCN(S(=O)(=O)c2ccc(Cl)c(C(F)(F)F)c2)CC1,-0.9,-1.6,-6.3,-1.0,-13.5,1.0,-1.7,-3.6,4.3
NC(=O)C1CCN(C(=O)/C=C/c2ccco2)CC1,-0.9,-0.1,-6.1,-3.3,-7.3,5.9,1.1,0.2,-3.7
CC(=O)Nc1ccc(NC(=O)COC(=O)c2ccccc2C(=O)c2ccccc2)cc1,1.8,-0.4,-2.4,4.5,4.4,1.3,1.3,2.5,8.7
CN(CC(=O)Nc1cccc(F)c1)C(=O)C1CCN(S(=O)(=O)c2ccc3c(c2)OCCO3)CC1,-0.9,-0.9,4.3,-1.1,-1.8,-1.4,1.3,-3.2,-0.8
COc1ccc(NS(=O)(=O)c2ccc(OCC(=O)N3CCCC3)cc2)cc1,-1.8,-3.2,-13.7,1.2,-1.7,1.8,-0.5,-0.1,3.5
CN(CC(=O)NCc1ccccc1Cl)S(=O)(=O)c1cccs1,-0.5,-0.7,2.8,0.6,-21.3,7.4,1.1,-3.0,1.9
N#CCOC(=O)C1CCN(S(=O)(=O)c2ccc3c(c2)OCCO3)CC1,.,-2.5,-0.2,-1.3,4.0,-2.9,-0.8,-1.1,-0.3
Cc1cc(C)cc(N2Cc3ccccc3C2)c1,-0.6,-2.1,6.3,2.5,1.4,4.8,3.4,0.2,2.3
CN(C(=O)COC(=O)c1cc(-c2ccco2)nc2ccccc12)C1CCS(=O)(=O)C1 (stereo not drawn),-2.3,0.9,4.8,0.0,7.2,7.2,4.5,0.9,1.0
N/C(=N\OC(=O)Cc1ccc(-c2ccccc2)cc1)c1cccc([N+](=O)[O-])c1,0.8,0.6,3.9,4.0,-4.4,4.9,1.3,-0.6,-2.1
CN1OC[C@@H]2CN(C(=S)NCCc3ccccc3)[C@H](c3ccc(N4CCCCC4)cc3)C[C@@H]21,0.3,-0.8,-1.0,.,5.1,.,3.6,-1.2,7.8
COC(=O)c1[nH]c2ccccc2c1NC(=O)CN1CCN(c2cccc(OC)c2)C(C)C1 (stereo not drawn),2.3,-1.6,10.7,2.9,-8.1,14.6,2.6,-0.4,6.3
Cc1ccc(-n2nc3c(=O)n(CC(=O)NCCc4ccccc4C)nc(C)c3c2C)cc1,4.6,-0.7,-0.3,2.5,-5.1,0.0,-1.1,-0.5,9.2
C=CCC(O)(CC=C)C(C)N (stereo not drawn),.,-2.4,-12.6,-2.4,-1.3,1.3,-0.9,0.3,-24.7
COC(=O)c1[nH]c2cc(OC)ccc2c1NC(=O)CCN1CCN(c2ccccc2)CC1,0.5,-1.1,1.5,-6.0,1.3,3.2,2.7,0.4,-2.9
CCOc1cnc(C(=O)NNC(=O)c2ccccc2Br)o1,-1.2,0.5,-7.2,1.1,-8.2,8.2,1.9,-0.1,-4.3
Nc1cc(=O)nc(SCC(=O)Nc2cccc3ccccc23)n1CCc1ccccc1,.,-7.8,-10.7,-1.7,14.4,0.0,2.8,-0.6,-2.8
CN(C)S(=O)(=O)c1ccc(C(=O)OCC(=O)Nc2sc3c(c2C#N)CCCCC3)cc1,.,-0.3,2.9,1.2,6.9,8.7,1.4,0.1,-3.8
Cc1c(-c2ccccc2Cl)nc2ccccc2c1C(=O)O,.,-2.9,-14.5,2.4,-12.2,8.8,-0.1,0.7,-1.1
O=C(NC1CCCC1)c1ccccc1-c1nc2ccccc2[nH]1,-1.0,-5.1,-1.6,-0.8,-4.6,-13.6,4.6,0.1,3.4
O=C(Cn1nnnc1CN1CCOCC1)N1CCC(c2cccc(Cl)c2)C1 (stereo not drawn),1.1,-1.0,2.7,1.6,2.5,4.1,0.1,-0.2,3.5

# The list goes on (2 carried over from the part before).
SMILES,BioA inh,FadD28 FP inh,CCHFV vOTU inh,UGM FP inh,BoNT F protease,GDH-TPI counter,Mtb FBA inh,BoNT-A LC inh2,PrPC TRFRET
O=C(NC1CCCC1)c1ccccc1-c1nc2ccccc2[nH]1,-1.0,-5.1,-1.6,-0.8,-4.6,-13.6,4.6,0.1,3.4
O=C(Cn1nnnc1CN1CCOCC1)N1CCC(c2cccc(Cl)c2)C1 (stereo not drawn),1.1,-1.0,2.7,1.6,2.5,4.1,0.1,-0.2,3.5
CNC(=S)Nc1ccc(OC)c(OC)c1,-0.5,-3.2,7.7,3.1,.,7.4,1.8,.,-2.8
CCCCC1=NN(C(=O)c2cocc2C)C(O)(C(F)(F)F)C1 (stereo not drawn),1.1,-2.0,-4.1,0.0,-13.2,1.1,-2.1,0.4,-4.0
COCCCNC(=O)CNC(=O)c1cn(-c2ccccc2OC)c(=O)c2ccccc12,.,-1.5,-14.2,0.1,-0.3,0.6,1.7,-0.2,-3.6
C[C@@H]1CN([C@@H](C)CO)C(=O)CCCn2nncc2CO[C@H]1CN(C)C(=O)OCc1ccccc1,0.2&1.3,-2.7,1.2,.,0.5,0.0,-1.1,-0.3,1.0
S=C(NCCN1CCOCC1)N/N=C/c1ccccc1,0.5,-1.0,3.2,4.2,12.2,3.9,2.0,0.1,-5.1
c1ccc2c(c1)[nH]c1c(N3CCCC3)ncnc12,1.2,-0.7,11.7,-0.4,-6.4,13.7,3.0,0.2,7.1
CN(C)c1ccc(/C=N/NC(=O)CN2CCCCC2)cc1Br,-1.2,-2.2,4.2,0.6,?,3.1,-3.4,2.4,-12.8
O=C(O)c1c(-c2ccccc2)oc2ccc(O)cc12,-0.3,.,-17.7,0.5,-25.2,-2.9,25.8,-0.9,-6.4
Cc1nc2ccccc2n1C(=O)c1ccccc1[N+](=O)[O-],-0.1,-5.5,2.6,1.5,-0.3,-3.8,6.5,0.4,-1.0
CC(C)(C)NS(=O)(=O)CC12CCC(CC1=O)C2(C)C (stereo not drawn),-1.3,0.3,8.0,2.3,8.8,4.5,1.4,0.5,2.2
CCCn1c(SCC(=O)NNC(=O)c2ccc(OC)cc2)nnc1C(C)C,-1.0,-0.2,8.5,3.0,1.7,-2.3,0.9,0.5,8.8
CC(=O)Nc1ccc(NC(=O)[C@@H]2CCCC[C@@H]2C(=O)O)cc1,0.9,-0.8,17.1,2.3,-4.3,-3.5,-5.2,0.6,-4.0
CCOC(=O)c1c(C)[nH]c(C)c1C(=O)COC(=O)c1cccc(S(=O)(=O)NC)c1,1.4,-3.2,-0.9,-1.6,-20.4,7.5,1.8,-1.4,8.7
CCn1cc(CN(C)S(=O)(=O)c2ccc3ccccc3c2)c(C)n1,0.0,-0.7,-4.0,1.0,-3.2,-4.6,3.7,-0.7,10.0

# Part of the list above, showing only CCHFV vOTU inh and FadD28 FP inh.
smiles	CCHFV vOTU inh	FadD28 FP inh
CC(C)(C)NS(=O)(=O)CC12CCC(CC1=O)C2(C)C (stereo not drawn)	8.0	0.3
CCCn1c(SCC(=O)NNC(=O)c2ccc(OC)cc2)nnc1C(C)C	8.5	-0.2
CC(=O)Nc1ccc(NC(=O)[C@@H]2CCCC[C@@H]2C(=O)O)cc1	17.1	-0.8
CCOC(=O)c1c(C)[nH]c(C)c1C(=O)COC(=O)c1cccc(S(=O)(=O)NC)c1	-0.9	-3.2
CCn1cc(CN(C)S(=O)(=O)c2ccc3ccccc3c2)c(C)n1	-4.0	-0.7

# Screening data: PubChem, several laboratories
